Screening data deposited in PubChem by several laboratories.
rCAG binder = molecules binding r(CAG) RNA repeats; r(CAG) RNA repeat, TO-PRO-1 dye displacement fluorescence; inhibition, % at 3 µM; 370,000 tested, 1.3% active;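 active means inhibition above the plate cutoff, the mean of all test compounds on that plate plus 3 SD, cut at about 35% in these data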;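 further: 0% = DMSO alone and 100% = 100 µM mitoxantrone as full dye displacement; higher means more dye released from RNA so lower well fluorescence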
NR1D1 modulator = Rev-erb alpha (human) modulation. Rev-erbα–FITC-DNA binding, fluorescence polarization, 90 min. 370,000 tested, 0.79% active. P20393. activity, % at 10 µM;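 active means activity above about 14%, limit read from the data; passing the limit was not always enough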;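 further: 0% = DMSO wells with 35 nM protein and 100% = DMSO wells with 750 nM protein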
Target sequence (P20393 whole entry, looked up): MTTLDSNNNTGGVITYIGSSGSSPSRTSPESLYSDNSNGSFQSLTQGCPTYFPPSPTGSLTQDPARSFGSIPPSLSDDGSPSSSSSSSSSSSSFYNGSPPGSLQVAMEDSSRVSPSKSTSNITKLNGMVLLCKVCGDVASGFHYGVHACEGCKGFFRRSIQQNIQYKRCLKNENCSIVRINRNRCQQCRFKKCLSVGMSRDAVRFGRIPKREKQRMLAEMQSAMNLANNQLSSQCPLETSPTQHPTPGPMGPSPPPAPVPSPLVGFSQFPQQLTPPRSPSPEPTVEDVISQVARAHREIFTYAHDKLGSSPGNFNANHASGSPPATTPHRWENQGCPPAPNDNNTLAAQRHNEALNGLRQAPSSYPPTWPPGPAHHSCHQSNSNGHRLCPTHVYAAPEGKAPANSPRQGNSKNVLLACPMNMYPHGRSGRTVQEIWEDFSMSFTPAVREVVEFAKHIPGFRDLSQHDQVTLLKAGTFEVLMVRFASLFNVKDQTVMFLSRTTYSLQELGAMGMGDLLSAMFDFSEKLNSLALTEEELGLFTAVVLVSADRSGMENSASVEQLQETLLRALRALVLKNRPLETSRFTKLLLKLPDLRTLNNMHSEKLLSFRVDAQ
HTRA1 inh = inhibitors of human serine peptidase HTRA1; Q92743; inhibition, % at 5.96 µM; recombinant HTRA1, FP-rhodamine activity-based probe, fluorescence polarization; 340,000 tested, 0.5% active; AID 504803; in the data active means inhibition above about 36%;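 further: 0% = enzyme with DMSO and 100% = wells lacking enzyme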
mABHD4 FP = inhibits mouse alpha/beta hydrolase domain 4 | Q8VD66 | purified mABHD4, FP-Rh probe fluorescence polarization | inhibition, % at 8.92 µM | 370,000 tested, 0.54% active | AID 720543;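 active means inhibition exceeding the mean over every tested compound plus 3 SD, cut at about 30% in these data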;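 further: 0% = plate median of compound wells and 100% = S159A mutant with DMSO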
Target sequence (Q8VD66 whole entry, looked up, the tested form may be a part): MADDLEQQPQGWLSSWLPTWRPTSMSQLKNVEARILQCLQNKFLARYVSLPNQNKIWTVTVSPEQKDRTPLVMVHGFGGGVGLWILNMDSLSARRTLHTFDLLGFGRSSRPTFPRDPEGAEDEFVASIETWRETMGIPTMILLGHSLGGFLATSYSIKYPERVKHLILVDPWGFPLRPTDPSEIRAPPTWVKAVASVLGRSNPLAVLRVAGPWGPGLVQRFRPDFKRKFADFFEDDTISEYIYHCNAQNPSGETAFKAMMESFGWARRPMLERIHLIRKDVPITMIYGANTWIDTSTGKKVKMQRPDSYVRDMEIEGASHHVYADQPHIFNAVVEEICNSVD
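Test system: mABHD4 protein; Read-out basis: % inhibition; Incubation: 45 min + 60 min at 25 °C; Repeats: single replicate; Technique: fluorescence polarization with parallel and perpendicular emission, 525/598 nm; Compound: 8.92 µM, single dose; Benchmarks: full inhibition S159A mutant plus DMSO, zero as sample-well median.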
PG9 Ab binder = binds the HIV-1 gp120 antibody PG9; TR-FRET gp120-PG9 antibody binding; inhibition, % at 6.7 µM; 360,000 tested, 0.43% active; AID 624416; in the data active means inhibition above about 8.5%
NPR2 activator = GC-B (human) receptor activation | 370,000 tested, 0.11% active | HEK293-GC-B cells, CNP EC30, cGMP TR-FRET; 0% at EC30 CNP, 100% saturating CNP | P20594 | activation, % at 10 µM;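 active means activation at 10 µM reaching about 35% in either raw or pattern-adjusted values, limit read from the data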
ARFGAP1 inh = inhibits rat ARF GTPase activating protein 1 | Q62848 | Arfgap1-stimulated ARF1 GTP hydrolysis, GDP FP detection | inhibition, % at 16.5 µM | 360,000 tested, 0.26% active | AID 651572;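 active means inhibition above a per-plate limit, mean inhibition of low control wells plus 3 SD, cut at about 25% in these data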;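 further: 0% = DMSO wells with enzyme and 100% = wells lacking Arfgap1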
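Material: rat Arfgap1 GAP domain (His6, aa 1-136), purified enzyme. Also added: human ARF1(Δ1-17)-GTP substrate. Compound dosing: 16.5 µM single point, 1.26% DMSO. Timing: enzyme reaction 120 min at 25 °C after 20 min preincubation. Signal: GDP detection by fluorescence polarization. Read-out basis: percent inhibition of GAP-stimulated GDP formation, scaled between DMSO and no-Arfgap1 medians.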
ASAP1 GAP inh = ASAP1 ArfGAP inhibition | Q9ULH1 | 360,000 tested, 0.19% active | inhibition, % at 16.5 µM | AID 624377 | ASAP1-stimulated ARF1 GTP hydrolysis, GDP FP detection; in the data active means inhibition above about 25%;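 further: 0% = vehicle with enzyme and substrate and 100% = no enzyme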
GC-A act = GC-A (human) enzyme activation; P16066; HEK293 GC-A cells, cGMP TR-FRET, EC30 ANP; 0% at EC30 ANP, 100% saturating ANP; activation, % at 10 µM; 370,000 tested, 0.14% active; AID 1671463; in the data active means activation above about 40%
SMARCA2 activ = activators of SMARCA2 function; MG213 cells, MMTV-luciferase reporter, dexamethasone, overnight; activation, % at 9.1 µM; 370,000 tested, 1% active; AID 652017; in the data active means activation above about 7.8%;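 further: 0% = vehicle wells and 100% = reference activator wells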
* hit, by the source's call; . = not tested or not shown.

No.	compound	rCAG binder	NR1D1 modulator	HTRA1 inh	mABHD4 FP	PG9 Ab binder	NPR2 activator	ARFGAP1 inh	ASAP1 GAP inh	GC-A act	SMARCA2 activ
1	O=C(O)c1c[nH]c2ccc(S(=O)(=O)N(CCCl)CCCl)cc12	2	1	9	2	-1.8	2	4	5	1	0
2	O=c1[nH]c(=O)n(CCc2ccccc2)c(O)c1C=NCCN1CCNCC1	4	-1	3	3	1.2	-7	7	2	3	1
3	C=CCN1CC[C@]23c4c5ccc(O)c4O[C@H]2/C(=N/NC(=O)c2ccccc2)CC[C@@]3(O)[C@H]1C5	5	7	5	9	-0.4	-3	0	-1	-2	-1
4	Cc1c(C(=O)c2cccc3ccccc23)c2cccc3c2n1[C@H](CN1CCOCC1)CO3	7	27*	-26	-19	-3.1	-12	-1	0	-19	-7
5	COc1ccc2c(c1)C1(C(=O)O)CC=CCC1(C(=O)O)C2 (stereo unspecified)	1	-1	-1	2	-3.0	8	-6	-5	2	0
6	O=[N+]([O-])c1cc([As](=O)(O)c2ccc(O)c([N+](=O)[O-])c2)ccc1O	-1	3	-5	1	-1.5	6	-10	3	1	4
7	O=C1/C(=C\c2ccccc2)C2OCC=C3CN4CCC56c7ccccc7N1C5C2C3CC46 (stereo unspecified)	-2	-6	-4	4	0.7	-6	0	-3	0	-1
8	C=Cn1ccnc1P(=S)(c1ccccc1)c1nccn1C=C	-8	-4	32	3	-1.5	5	-3	-2	-4	-1
9	COc1ccc(C2SCC(=O)Nc3c2c(=O)[nH]n3C2CCCCC2)cc1 (stereo unspecified)	-2	-4	2	1	0.5	-6	-6	1	3	-2
10	Cc1ccc(S(=O)(=O)NCCC(=O)Nc2ccc(Cl)cc2C(=O)c2ccccc2)cc1	1	0	-20	-6	-2.5	-7	6	-12	-12	-3
11	OC(CN1CCOCC1)c1csc2ccccc12 (stereo unspecified)	-1	-1	-4	-6	0.7	6	4	1	-3	-2
12	COc1ccc(Oc2c(C)oc3cc(OC(=O)N(C)C)ccc3c2=O)cc1	-6	1	-1	-5	-1.3	-3	2	0	1	-3
13	Oc1ccccc1-[n+]1c(-c2ccccc2)cc(-c2ccccc2)c(O)c1-c1ccccc1	18	-1	-20	-9	1.1	-13	3	0	-14	0
14	C[C@@H]1O[C@@H](O[C@@H]2C=C3CC[C@@H]4C(CC[C@]5(C)[C@@H](c6ccc(=O)oc6)CC[C@]45O)[C@@]3(C)CC2)[C@H](O)[C@H](O)[C@H]1O (stereo partly specified)	-6	-4	-12	3	-0.1	4	-9	-3	0	-8
15	COc1ccc(-c2ccc(OC)c(OC)c2OC)cc1	0	3	-5	3	0.3	-1	-2	-1	-6	0
16	COC(=O)C1=C(c2ccccc2)C[C@@H]2CC[C@H]1N2C(=O)NCc1ccccc1	-5	-4	0	6	0.6	-2	-9	-5	-3	1
17	Cc1ccccc1C1=NCC(=O)N(CC(=O)NCc2ccco2)c2sc3c(c21)CCCC3	-1	3	-20	7	-1.8	-7	0	5	-37	-4
18	CCN1C(=O)C(=Cc2c(C)n(CC(=O)NCC3CCCO3)c3ccccc23)C(=O)N(CC)C1=S (stereo unspecified)	12	-5	-16	-23	-0.4	-4	0	-6	-3	-3
19	CCOP(=O)(Cc1ccc(C(=O)CC)o1)OCC	-2	-2	-8	8	-2.7	0	5	-3	1	5
20	CCCOC(=O)c1c(N)n(Cc2cccs2)c2nc3ccccc3nc12	5	1	-23	-3	2.9	11	6	15	24	-1
21	C[C@]12CC[C@H](OC(=O)CCC(=O)O)CC1=CCC1C2CC[C@@]2(C)C1CC[C@@H]2OC(=O)CCC(=O)O (stereo partly specified)	29	-4	3	-14	0.5	-2	3	-5	2	0
22	CC(=O)c1ccc(OC(C)C)c(Cc2c(O)[nH]c(=S)[nH]c2=O)c1	1	-1	-2	-5	-1.4	3	5	0	-1	-2
23	CC(C)(C)C(=O)OC[N+](C)(C)CCOC(=O)C(O)(c1ccccc1)C1CCCC1 (stereo unspecified)	-4	-6	6	1	-0.4	2	-13	-3	7	-1
24	COc1ccc(-c2ccc3c(c2)CN(CC(C)C)Cc2cnnn2-3)cc1	5	-1	.	-6	-2.5	5	-8	7	-1	-3
25	C[C@@H]1COc2cccc(N3CCN(C)CC3)c2S(=O)(=O)N1	4	3	.	3	0.9	10	-12	-10	3	-2

Following part:
No.	compound	rCAG binder	NR1D1 modulator	HTRA1 inh	mABHD4 FP	PG9 Ab binder	NPR2 activator	ARFGAP1 inh	ASAP1 GAP inh	GC-A act	SMARCA2 activ
26	COc1ccc(C(c2nnnn2C2CCCC2)N2CCC3(CC2)C(=O)NCN3c2ccccc2)cc1 (stereo unspecified)	5	4	.	-3	-0.4	-11	-10	7	-4	5
27	CCCNC(=O)N1[C@H]2CC[C@@H]1C(C(=O)OC)=C(c1c(C)noc1C)C2	6	0	5	3	0.1	2	-3	8	-3	-2
28	CCCCn1c(O)c(C(C)=Nc2ccc(C(=O)O)cc2)c(=O)[nH]c1=O	3	1	8	0	-0.9	6	-1	-8	2	-3
29	Cc1ccc2c(c1)C1CN(C)CCC1N2C(=O)c1cccnc1Cl (stereo unspecified)	2	-2	8	2	1.3	-1	11	-3	5	-4
30	Cc1ccc(O)c(C(=O)c2cc(C(=O)NCCC(C)C)c(=O)n(CCC(C)C)c2)c1	0	-8	-21	-3	-0.2	7	-9	15	0	0
31	COc1cc(CNCCc2c[nH]c3ccccc23)cc(OC)c1	-2	2	0	4	-3.2	-13	1	-4	-46	1
32	O=C(Nc1ccc(F)c([N+](=O)[O-])c1)N1C[C@H]2C[C@@H](C1)c1cccc(=O)n1C2	0	0	-1	2	-2.1	0	-2	4	2	2
33	O=C(CN1CC=C(c2ccccc2)CC1)Nc1cc(Cl)ccc1Cl	-1	5	-10	-5	-2.6	4	2	2	-3	0
34	O=c1[nH]c(=O)n(-c2ccc(F)cc2)c(O)c1C=NCCN1CCCCC1	-1	0	5	-2	-0.5	3	5	7	8	-2
35	C/C(=N\Nc1ccccc1)c1c(O)n(Cc2ccccc2)c(=O)[nH]c1=O	12	-1	-8	-7	-2.4	3	4	2	1	0
36	CCCCc1nc(N2CCNCC2)c(C#N)c2c1CSC(C)(C)C2	10	0	4	-5	-0.8	-8	-4	-1	-13	-2
37	Cc1cc(OCC(=O)N[C@H](C(=O)O)c2ccccc2)c2c3c(c(=O)oc2c1)CCC3	32	-1	1	1	1.8	6	3	7	-2	2
38	O=c1cc(CN2CCNCC2)nc2sccn12	-5	0	-1	-1	-3.3	6	-11	-5	1	-3
39	CN(CCc1nnc(N)s1)[N+](=O)[O-]	-1	-6	0	3	-1.7	-2	6	-3	1	4
40	CCOC(=O)C(O)(c1ccc(NC(=O)NC)cc1)C(F)(F)F (stereo unspecified)	1	-3	.	5	-0.5	11	7	10	2	-2
41	O=C1NCN(c2ccccc2)C12CCN(C(c1ccccc1OC(F)(F)F)c1nnnn1C1CCCC1)CC2 (stereo unspecified)	4	5	.	-10	0.3	-7	-3	-13	-8	-2
42	C[N+]1(CC(COCc2ccccc2)OC(=O)Cc2ccccc2)CCOCC1 (stereo unspecified)	3	11	0	2	-0.3	1	6	-1	5	-2
43	O=P(O)(O)Cc1ccccc1OP(=O)(c1ccccc1)c1ccccc1	-2	-2	1	2	1.4	4	-4	-4	0	-4
44	Cc1cc(OC(=O)N(C)C)nc(-c2ccc(C)c(Cl)c2)n1	-7	3	-4	0	-1.0	-4	1	-6	0	0
45	COc1ccccc1OCC#CCN1CCCC1	-2	-2	13	13	-1.2	0	-3	4	2	8
46	NC(Cc1nc2ccccc2[nH]1)c1ccc(Cl)cc1 (stereo unspecified)	1	0	-1	-1	0.5	-16	0	-7	-22	7
47	CCOC(=O)C(O)(c1ccc(NC(=O)Oc2ccccc2)cc1)C(F)(F)F (stereo unspecified)	-4	7	0	2	-1.2	2	1	-4	1	2
48	Cc1ccc(N2C(=O)NC(=O)C(CCc3ccccn3)(Cc3cccc(Cl)c3Cl)C2=O)cc1 (stereo unspecified)	-1	-1	4	-6	-1.0	0	23	-5	2	3
49	Cc1ccc2c(c1)CCCN2N=O	0	5	-2	7	1.9	4	-2	2	0	-2
50	CNC(=O)O/N=C(\N)Cc1csc2ccccc12	-2	-3	6	-1	-0.8	5	6	5	1	-3

Four records picked at random from those above, as already listed:
No.	compound	rCAG binder	NR1D1 modulator	HTRA1 inh	mABHD4 FP	PG9 Ab binder	NPR2 activator	ARFGAP1 inh	ASAP1 GAP inh	GC-A act	SMARCA2 activ
21	C[C@]12CC[C@H](OC(=O)CCC(=O)O)CC1=CCC1C2CC[C@@]2(C)C1CC[C@@H]2OC(=O)CCC(=O)O (stereo partly specified)	29	-4	3	-14	0.5	-2	3	-5	2	0
2	O=c1[nH]c(=O)n(CCc2ccccc2)c(O)c1C=NCCN1CCNCC1	4	-1	3	3	1.2	-7	7	2	3	1
13	Oc1ccccc1-[n+]1c(-c2ccccc2)cc(-c2ccccc2)c(O)c1-c1ccccc1	18	-1	-20	-9	1.1	-13	3	0	-14	0
16	COC(=O)C1=C(c2ccccc2)C[C@@H]2CC[C@H]1N2C(=O)NCc1ccccc1	-5	-4	0	6	0.6	-2	-9	-5	-3	1

Additional entries:
No.	compound	rCAG binder	NR1D1 modulator	HTRA1 inh	mABHD4 FP	PG9 Ab binder	NPR2 activator	ARFGAP1 inh	ASAP1 GAP inh	GC-A act	SMARCA2 activ
51	Clc1ccc2c(N3CCNCC3)ccnc2c1	4	-2	5	-12	-2.3	1	-7	-15	4	-2
52	O=c1c2ccccc2nc(/C=C/c2ccccc2O)n1-c1ccccc1O	11	0	-26	-24	-1.5	-1	16	2	-6	-3
53	CC1(C)CC(=O)c2cc(OCC(=O)N3CCN(Cc4ccccc4)CC3)ccc2O1	-1	3	-1	-4	1.0	2	-1	5	7	-5
54	CC(C)S(=O)(=O)N1Cc2ccccc2-n2nncc2C1	0	0	-4	1	-1.4	-4	-1	9	0	-3

The list is partial; count on the stated rates, not on these rows.
